GalR3 antagonist: GalR3 antagonists in HEK293 cells, primary screen, cell-based, fluorescence readout. Galanin receptor type 3 (Homo sapiens), O60755. HEK293 GalR3-CNG cAMP membrane potential fluorescence; galR3 body fused to GalR1 C-terminus. inhibition, % at 3 µM. 360,000 tested, 0.44% active;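 active = inhibition above the screen-wide average plus 3 SD, cut at about 13% in these data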;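 note: forskolin and galanin both at EC90 stimulate the cells; cAMP rise reported by CNG channel membrane potential dye signal; 0% = forskolin plus galanin with DMSO and 100% = forskolin alone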
Target sequence (O60755 1-299 limits assumed): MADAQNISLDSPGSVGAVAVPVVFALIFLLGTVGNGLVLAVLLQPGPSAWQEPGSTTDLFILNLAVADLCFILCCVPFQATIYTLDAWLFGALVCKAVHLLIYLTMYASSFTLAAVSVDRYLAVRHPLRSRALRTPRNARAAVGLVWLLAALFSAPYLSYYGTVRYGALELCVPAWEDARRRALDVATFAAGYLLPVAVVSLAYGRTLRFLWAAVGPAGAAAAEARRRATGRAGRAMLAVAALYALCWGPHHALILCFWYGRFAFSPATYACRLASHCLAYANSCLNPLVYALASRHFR
OXTR agonist: human OXTR agonists, primary screen, fluorescence, CHO-OTR cells, Fluo-8 calcium; Oxytocin receptor (Homo sapiens), P30559; Fluo-8 calcium fluorescence; normalized: DMSO 0%, oxytocin 100%; activation, % at 3 µM; 320,000 tested, 0.32% active;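 active = activation above the mean of all tested compounds plus 3 SD, cutoff set per screening run, cut at about 20% in these data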;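 note: peak over basal fluorescence ratio from a 100 s FLIPR kinetic read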
V1R ag counter: agonists of human V1a receptor, primary screen, counter-screen for OXTR agonist project, fluorescence, CHO-V1R cells. Fluo-8 calcium fluorescence, agonist mode; 0% DMSO, 100% 3 nM vasopressin. activation, % at 3 µM. AID 2797, 2010. Vasopressin V1a receptor (Homo sapiens), P37288. 320,000 tested, 0.25% active;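 active = activation above the mean activation of all tested compounds plus 3 SD, per screening run, cut at about 20% in these data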;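 note: signal is peak over basal fluorescence ratio across a 100 second FLIPR read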
Target sequence (P37288 whole entry, looked up): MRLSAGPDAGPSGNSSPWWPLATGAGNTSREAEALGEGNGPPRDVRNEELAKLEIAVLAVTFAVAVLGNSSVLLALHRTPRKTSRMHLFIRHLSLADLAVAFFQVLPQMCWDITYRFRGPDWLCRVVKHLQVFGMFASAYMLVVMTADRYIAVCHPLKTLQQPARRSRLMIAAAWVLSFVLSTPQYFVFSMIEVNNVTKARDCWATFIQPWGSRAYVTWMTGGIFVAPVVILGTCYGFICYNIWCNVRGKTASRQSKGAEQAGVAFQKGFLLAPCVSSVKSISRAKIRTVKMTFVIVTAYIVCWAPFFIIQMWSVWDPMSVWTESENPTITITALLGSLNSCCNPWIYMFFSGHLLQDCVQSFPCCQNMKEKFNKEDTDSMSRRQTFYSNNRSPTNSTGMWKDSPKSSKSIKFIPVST
An asterisk follows results filed as active.

smiles	OXTR agonist	V1R ag counter	GalR3 antagonist
Cc1noc(NS(=O)(=O)c2ccc(NC(=O)c3cc4ccccc4o3)cc2)c1C	1.9	0.7	-5
O=C(NCCS(=O)(=O)N1CCN(c2ccccc2F)CC1)c1c(F)cccc1F	1.5	2.7	3
COc1ccccc1C(=O)COC(=O)c1cc(=O)[nH]c2ccccc12	-1.8	-1.3	-2
COc1ccc(-c2oc(=O)c3cc(OC)c(OC)cc3c2C#CCCCO)cc1	0.9	0.3	-4
O=C(COc1ccccc1F)NCC(c1ccc(F)cc1)N1CCOCC1 (stereo not drawn)	-1.2	0.2	-5
COc1cccc(-c2ccc3ncnc(NCc4cccnc4)c3c2)c1	-1.7	-2.0	-5
COc1ccc(S(=O)(=O)N(C)C[C@@H]2Oc3ccc(NS(=O)(=O)c4cn(C)cn4)cc3C(=O)N([C@@H](C)CO)C[C@@H]2C)cc1	0.4	1.6	-4
CCOc1ccc(NS(=O)(=O)c2ccc(C(=O)N(C)CC(=O)Nc3ccc(C)cc3)cc2)cc1	-0.8	-0.6	-1
Cc1ccc(C2(C)NC(=O)N(CC(=O)Nc3ccc(S(=O)(=O)Nc4nccs4)cc3)C2=O)cc1 (stereo not drawn)	0.6	-0.3	0
CCCCN(C(=O)c1c(CC)noc1C)c1c(N)n(CCC)c(=O)[nH]c1=O	1.1	-0.5	-4
CC1CCCC(C)N1C(=O)COC(=O)CNC(=O)c1ccccc1 (stereo not drawn)	1.2	1.3	-1
Cc1ccc(C)c(OCCC(=O)N(C)CC(=O)Nc2c(C)cccc2C)c1	0.3	-0.3	-2
COc1cccc(NC(=O)CN(C)C(=O)c2ccccc2Sc2ccccc2C#N)c1	0.8	3.0	-2
CN(C(=O)COC(=O)c1cc(S(=O)(=O)N2CCCCC2)ccc1Cl)c1ccccc1	-1.8	0.6	-4
Cc1ccc(S(=O)(=O)NCC(=O)Nc2cccnc2)cc1C	0.1	-0.3	-4
COc1ccc(CCNC(=O)c2ccc(OCC(=O)N3CCOCC3)c(OC)c2)cc1	-0.6	-0.6	-4
COc1ccc(Cc2nnc3sc(SCC(=O)Nc4ccccc4)nn3c2=O)cc1OC	-1.4	-0.2	-1
O=C1C=C(c2ccoc2)N2CCC[C@H]2C1	1.2	0.2	-1
O=C(Nc1ccccc1)c1nc[nH]c1C(=O)NCCCCCCNC(=O)c1[nH]cnc1C(=O)Nc1ccccc1	0.6	-0.1	-2
CC1(NC(=O)c2cc(-c3cccs3)nn2-c2ccccc2)CCS(=O)(=O)C1 (stereo not drawn)	-0.6	-0.1	-4
COCCN(Cc1nc2ccccc2c(=O)[nH]1)C(=O)c1cccc(S(=O)(=O)N2CCCC2)c1	-0.3	0.4	-6
COc1cc([C@@H]2CC=C(C(=O)O)[C@H](c3ccc(F)cc3)N2S(=O)(=O)c2ccc(C)cc2)cc(OC)c1OC	0.5	0.7	-2
CSc1ncccc1C(=O)OCC(=O)Nc1ccc(C)c(S(=O)(=O)N2CCOCC2)c1	4.4	4.8	-6
CC(=O)C[C@@H](O)CC(=O)[C@@H]1OC(=O)CC/C=C\Cc2ccccc21	1.0	-0.7	-5
CC1CCC(NC(=O)c2ccc(NS(=O)(=O)c3ccc4[nH]c(=O)[nH]c4c3)cc2)CC1 (stereo not drawn)	-0.2	0.1	-5
COc1ccccc1C(=O)NCC(=O)OC(C)C(=O)NC1CCCCC1C (stereo not drawn)	0.6	-0.1	-7
CN(C)S(=O)(=O)c1ccc(NC(=O)CSc2nnc(-c3ccco3)n2N)cc1	0.9	0.9	-6
O=C(NCc1ccc(F)cc1)c1cc2c(cc1Cl)N1CCCCCC1=NS2(=O)=O	2.0	0.2	1
C[C@@H](NC(=O)c1[nH]cnc1C(=O)Nc1ccc(Cl)cc1)c1ccccc1	1.4	1.4	-3
Cc1ccc(N(C)S(=O)(=O)c2cccc(C(=O)OCC(=O)N3CCCC(C)C3)c2)cc1 (stereo not drawn)	4.0	3.2	-3
COC(=O)c1ccc(CNC(=O)COC(=O)c2cccs2)cc1	0.3	0.5	-4
COc1ccccc1-c1sc2cc3c(cc2c1C#Cc1ccccn1)OCO3	-0.6	0.4	-5
COc1cccc(CNc2ncnc3ccc(-c4c(C)noc4C)cc23)c1	9.0	7.0	-7
CCOc1ccc(CCNC(=O)COC(=O)c2cccnc2SC)cc1OCC	-2.3	-1.3	-3
CN(C)CCn1c(=O)n(C2CCCCC2)c(=O)c2c3c(sc21)CCCCC3	0.5	0.0	-2
CC(OC(=O)c1ccc2ncsc2c1)C(=O)Nc1cccc(Cl)c1 (stereo not drawn)	0.1	0.7	-8
COc1ccc(CCNC(=O)CNS(=O)(=O)c2ccc(Cl)cc2)cc1	0.0	2.6	-1
COCCn1c(SCC(=O)NC(=O)NCc2ccccc2)nc2ccccc2c1=O	-2.2	-0.5	-7
COc1cc(NC(=O)[C@@H]2CCCN2S(=O)(=O)c2cccc3cccnc23)cc(OC)c1OC	-0.5	0.7	-6
O=c1[nH]c(=O)n([C@H]2C[C@H](O)[C@@H](CO)O2)cc1I	0.3	-0.5	-3
CC(C)CN(C(=O)CSc1nnc(C2CC2)n1-c1ccccc1)C1CCS(=O)(=O)C1 (stereo not drawn)	0.7	-0.1	-4
Cc1ccccc1[C@@]1(C)ON(c2ccccc2C(F)(F)F)C1=O	-1.5	-0.6	-4
O=C(OCc1nnc(-c2ccc([N+](=O)[O-])cc2)o1)C1CC(=O)N(CCc2ccccc2)C1 (stereo not drawn)	-0.1	0.7	-4
C[C@H](NC(=O)c1cccc([N+](=O)[O-])c1)C(=O)OCC(=O)c1ccccc1Br	3.0	3.2	-3
Cc1ccc(S(=O)(=O)NCC(=O)OCC(=O)N(C)C2CCCCC2)cc1	0.2	3.4	-4
CC(NC(=O)COC(=O)c1c[nH]c2ccccc12)c1ccccc1 (stereo not drawn)	2.9	13	-3
O=C(CN1C(=O)NC2(CCCC2)C1=O)Nc1cc(C(F)(F)F)ccc1N1CCOCC1	1.2	0.5	0
C[C@H](CO)N1C[C@H](C)[C@H](CN(C)CC2CCCCC2)Oc2ccc(NS(=O)(=O)c3ccc(F)cc3)cc2CC1=O	3.5	1.9	-3

3 entries from above, ordered by the value under GalR3 antagonist, largest number first:
SMILES	GalR3 antagonist
O=C(CN1C(=O)NC2(CCCC2)C1=O)Nc1cc(C(F)(F)F)ccc1N1CCOCC1	0
C[C@H](CO)N1C[C@H](C)[C@H](CN(C)CC2CCCCC2)Oc2ccc(NS(=O)(=O)c3ccc(F)cc3)cc2CC1=O	-3
Cc1ccccc1[C@@]1(C)ON(c2ccccc2C(F)(F)F)C1=O	-4

(further entries)
smiles	OXTR agonist	V1R ag counter	GalR3 antagonist
Cc1cccc(CNc2ncnc3ccc(-c4ccc5c(c4)OCCO5)cc23)c1	-1.9	-1.2	-6
CC(C)CCN(C(=O)c1cc(=O)[nH]c2ccccc12)c1c(N)n(Cc2ccccc2)c(=O)[nH]c1=O	-0.3	-0.9	-6
COc1ccc(NC(=O)c2ccc3ccccc3c2OC)cc1	-2.2	-0.1	2
CN(CC(=O)Nc1cccc(F)c1)C(=O)CNS(=O)(=O)c1ccc(N(C)C)c([N+](=O)[O-])c1	-1.1	-0.7	-3
Cc1nnc2ccc(-c3cccc(NS(=O)(=O)c4ccccc4[N+](=O)[O-])c3)nn12	-1.1	-0.8	1
O=C(NCC(=O)N1CCCCCCC1)c1ccc(Cl)cc1	-0.4	-0.3	-2
CC1CCN(C(=O)c2[nH]cnc2C(=O)Nc2nccs2)CC1	-0.2	-1.1	-6
COCCOc1cc(NCc2ccccc2)c2ncn(C(C)C)c2c1	1.8	-0.5	-4
COc1cccc(CN(C)C(=O)c2ccc3c(=O)n4c(nc3c2)CCC4)c1	-0.1	0.4	-3
CN(Cc1c(F)cccc1Cl)C(=O)c1ccc(NC(=O)CC2SC(N3CCCC3)=NC2=O)cc1 (stereo not drawn)	-1.7	-0.4	2
CC(=O)Nc1ccc(SC[C@H](C)CN2CC[C@H](C(C)(C)C)CCC2=O)cc1	0.6	1.4	-7
O=C(COC(=O)COc1ccc(Cl)cc1Cl)NC1CC1	0.7	0.3	-7
CCN(CC)S(=O)(=O)c1cc(NC(=O)CNc2cccc(S(=O)(=O)N3CCOCC3)c2)ccc1C	-0.2	1.6	93*
CCOc1ccc(/C=C/C(=O)OCC(=O)Nc2cccc(S(=O)(=O)N3CCCC3)c2)cc1	1.2	2.5	-4
CC1CN(S(=O)(=O)c2cccc(C(=O)Nc3ccccc3N3CCCC3)c2)CC(C)O1 (stereo not drawn)	-2.3	-1.7	3
CCOc1ccc(NC(=O)CN(C)C(=O)C2(c3ccccc3)CC2)cc1OCC	-1.0	0.7	-3
CCCCn1c(N)c(N(CCOC)C(=O)CN2C(=O)C3CCCCC3C2=O)c(=O)[nH]c1=O (stereo not drawn)	0.8	0.9	-2
NC(=O)c1ccsc1NC(=O)COC(=O)c1cc(=O)[nH]c2ccccc12	-0.4	0.4	-4
COc1ccc(Cc2nnc(SCC(=O)c3ccc4c(c3)OCO4)o2)cc1	1.6	1.4	-3
COc1ccc(NC(=O)c2ccc(-c3ccc(-c4noc(C)n4)cc3C)cc2)cc1N1CCN(C)CC1	5.7	3.2	1
O=C(COC(=O)c1cccc(OC(F)F)c1)Nc1cccc(S(=O)(=O)N2CCCC2)c1	8.0	4.2	-4
C/C(=N\NC(=O)c1ccncc1)c1ccc(N2CCOCC2)cc1	-0.1	0.5	-3
COc1ccc(OC)c(-c2cc(C(=O)N/N=C/c3cc(OC)c(OC)cc3OC)c3ccccc3n2)c1	-1.9	0.3	0
O=C(COC(=O)c1ccc(O)cc1O)Nc1ccc2ccccc2c1	4.3	3.4	-3
Cc1nnc(SCC(=O)c2c(N)n(C3CC3)c(=O)[nH]c2=O)n1-c1ccccc1	0.4	0.1	-3
Cc1ccccc1C(=O)NCC(C)NC(=O)c1ccccc1C (stereo not drawn)	-0.8	-0.2	-3
CSc1ccc(S(=O)(=O)NCC(=O)OCC(=O)N(C)CC(=O)Nc2ccccc2Cl)cc1[N+](=O)[O-]	-1.4	-1.0	-3
COC(=O)[C@@]12CCCN1[C@H](c1ccc(-c3ccc(Cl)c(Cl)c3)c(OC)c1)[C@H]1C(=O)N(C)C(=O)[C@H]12	0.4	0.1	-6
CC(C(=O)N1CCc2ccccc21)n1cnc2c1c(=O)n(C)c(=O)n2C (stereo not drawn)	3.1	2.1	-4
CC(C)(C)C(CCl)C(=O)NN=C(c1ccccc1)c1ccccc1 (stereo not drawn)	0.5	0.5	-7
O=C(CNC(=O)c1n[nH]c2ccccc12)Nc1cc(Cl)ccc1Cl	0.5	0.7	-3
O=C(Cc1ccc(F)cc1)OCC(=O)N1CCN(S(=O)(=O)c2ccc(Cl)cc2)CC1	8.4	5.0	0
O=C(CSc1nc(-c2cccs2)nc2ccccc12)NC1CCS(=O)(=O)C1 (stereo not drawn)	0.0	0.0	0
CCOc1ccc(OCCC(=O)OCC(=O)NNC(=O)c2ccccc2)cc1	-0.7	-1.2	-1
Cc1ccc(NC(=O)COC(=O)CCC(=O)c2cccs2)c(Br)c1	1.5	0.9	-4
O=C(COC(=O)Cc1ccc(S(=O)(=O)N2CCOCC2)s1)Nc1ccccc1	3.9	0.0	-6
CCCCn1c(N)c(N(CCOC)C(=O)c2ccc(N3C(=O)CCC3=O)cc2)c(=O)[nH]c1=O	0.1	0.9	-5
O=C(N[C@@H]1CCC(=O)N(CC[C@H](Sc2ccc(Br)cc2)c2ccccc2)CC1)OCc1ccccc1	0.3	1.4	-8
CN(C)CCn1c(COc2ccccc2)nc2ccccc21	-0.8	-0.6	3
COCCN(C(=O)COC(=O)c1ccc2[nH]c(C)c(C)c2c1)c1c(N)n(Cc2ccccc2)c(=O)[nH]c1=O	0.1	0.5	0

As a working copy, part of the list above.
smiles	OXTR agonist	V1R ag counter	GalR3 antagonist
CCCCn1c(N)c(N(CCOC)C(=O)c2ccc(N3C(=O)CCC3=O)cc2)c(=O)[nH]c1=O	0.1	0.9	-5
O=C(N[C@@H]1CCC(=O)N(CC[C@H](Sc2ccc(Br)cc2)c2ccccc2)CC1)OCc1ccccc1	0.3	1.4	-8
CN(C)CCn1c(COc2ccccc2)nc2ccccc21	-0.8	-0.6	3
COCCN(C(=O)COC(=O)c1ccc2[nH]c(C)c(C)c2c1)c1c(N)n(Cc2ccccc2)c(=O)[nH]c1=O	0.1	0.5	0

Further compounds
smiles	OXTR agonist	V1R ag counter	GalR3 antagonist
CCN(CC)CCCNC(=O)c1ccc2c3n(nc2c1)-c1ccc(Cl)cc1CO3	-0.7	1.0	-4
C=CCOc1ccc(CN(C)c2ccc(S(=O)(=O)N3CCN(C)CC3)cc2[N+](=O)[O-])cc1	12	12	-6
CN1C(C)(C)CCCC1(C)C	1.2	0.2	-3
CCOC(=O)N1CCN(C(=O)COC(=O)c2cc(C)ccc2C)CC1	0.3	1.0	-5
O=C1c2c(O)cccc2Cc2cccc(O)c21	-0.6	-0.6	-5

Not all compounds are listed, so the mix of outcomes need not match the whole.
